High-throughput results deposited in PubChem by several laboratories.
AddAB inh: growth inhibition of E. coli expressing H. pylori AddAB, primary screen, AddAB inhibitor project, absorbance | inhibition, % at 11.9 µM | actives 0.29% (n = 330,000); in the data active = inhibition above about 12%;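 note: 0% = vehicle wells of infected cells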
MITF act: activators of MITF-driven TRPM1 promoter reporter, primary screen, cell-based, SK-MEL-5, luciferase, single point. SK-MEL-5 TRPM1-promoter luciferase, 24 h; % of positive control, neutral wells = 0. activation, % at 12.5 µM. actives 0.75% (n = 300,000);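 active = mean activation of at least 80% with every replicate also reaching 80%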;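 note: 0% = neutral control wells and 100% = parthenolide positive control wells; values of inactives mirror those of a sister screen read the other way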
E coli growth: E. coli V3065 growth inhibition, primary screen, counter-screen for AddAB inhibitor project, absorbance, OD600 | actives 0.27% (n = 330,000) | inhibition, % at 11.9 µM | AID 449728, 2010 | 18 h;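 active = inhibition above the campaign's mean inhibition across all tested compounds plus 3 SD, cut at about 9.9% in these data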;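 note: uninfected addAB+ strain grown without phage in ampicillin broth; 0% = DMSO wells and 100% = ciprofloxacin 0.95 µg/ml wells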
Wnt bcat act: Wnt/beta-catenin pathway activators, primary screen, cell-based, plate reader, single point. Wnt/beta-catenin reporter cell assay, activator. activation, % at 9.35 µM. AID 743398, 2014. actives 1.2% (n = 300,000); in the data active = activation above about 30%, passing the limit was not always enough;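 note: 0% = neutral control wells and 100% = positive control wells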
CAL PDZ FP-1: CAL PDZ peptide-binding inhibitors, primary screen, biochemical, fluorescence polarization, Cer-tagged CAL PDZ, HTS | Golgi-associated PDZ and coiled-coil motif-containing protein (Homo sapiens), Q9HD26 | purified CAL PDZ, TMR-peptide fluorescence polarization, 1 h | inhibition, % at 20 µM | actives 0.02% (n = 330,000) | AID 504414, 2011;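 active = highest replicate inhibition of at least 40%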;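 note: plate controls were DMSO neutral control wells for no effect and unlabeled competitor peptide control wells for full effect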
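Read-out basis: mP drop reported as inhibition | Assay system: Tagged CAL PDZ protein CerCALP, purified | Benchmarks: Unlabelled peptide for full inhibition, DMSO wells as neutral | Schedule: 1 h incubation at room temperature before polarization reading | Buffer or medium: Sodium phosphate/NaCl buffer pH 7.4 with TCEP, IgG, Thesit | Doses: Single point, 20 µM | Measured by: Fluorescence polarization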
CAL PDZ FP-2: untagged CAL PDZ binding inhibitors, primary screen, biochemical, fluorescence polarization, HTS; purified CAL PDZ, TMR-peptide fluorescence polarization, 1 h; inhibition, % at 24.9 µM; actives 0.92% (n = 300,000); AID 602252, 2012;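 active = mean inhibition of at least 30% with at least half of replicates also reaching 30%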;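 note: 0% = DMSO neutral control and 100% = excess unlabeled competitor peptide PRC23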
SR-BI DiI inh: inhibitors of SR-BI mediated HDL lipid uptake, primary screen, ldlA[mSR-BI] cells, fluorescence, single point | Scavenger receptor class B member 1 (Mus musculus), Q61009 | ldlA[mSR-BI] CHO cells, DiI-HDL uptake fluorescence, 3 h | inhibition, % at 12.5 µM | actives 0.96% (n = 320,000) | AID 488896, 2010;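 active = mean replicate inhibition of at least 70% and a set share of replicates each scoring 70 or more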;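 note: 0% = median of neutral control wells and 100% = median of positive control wells; values of inactives mirror those of a sister screen read the other way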
Target sequence (Q61009 whole entry, looked up): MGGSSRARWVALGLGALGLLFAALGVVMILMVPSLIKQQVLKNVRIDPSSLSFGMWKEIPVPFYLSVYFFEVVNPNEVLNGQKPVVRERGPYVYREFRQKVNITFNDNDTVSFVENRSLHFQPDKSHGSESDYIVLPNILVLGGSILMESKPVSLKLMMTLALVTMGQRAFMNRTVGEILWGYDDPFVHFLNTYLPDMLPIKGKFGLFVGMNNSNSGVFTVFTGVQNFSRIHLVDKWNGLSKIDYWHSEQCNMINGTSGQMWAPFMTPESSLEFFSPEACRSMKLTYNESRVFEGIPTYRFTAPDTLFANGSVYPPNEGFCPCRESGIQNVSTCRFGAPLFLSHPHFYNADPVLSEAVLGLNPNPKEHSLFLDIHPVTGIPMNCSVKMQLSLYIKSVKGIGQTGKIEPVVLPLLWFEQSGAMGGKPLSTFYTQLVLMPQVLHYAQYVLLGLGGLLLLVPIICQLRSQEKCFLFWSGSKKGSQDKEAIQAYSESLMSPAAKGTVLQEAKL
Tat export inh: E. coli Tat export inhibitors, primary screen, MC4100, TorA-mCherry reporter, fluorescence, single point. AID 488895, 2010. actives 0.036% (n = 340,000). inhibition, % at 10 µM;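 active = mean replicate inhibition at least 50% and at least half of replicates individually reaching 50%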;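 note: exported cargo escapes ClpAP degradation while cytoplasmic cargo is degraded and loses fluorescence; 0% = median of neutral control wells and 100% = median of NaSCN control wells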
phage Ecoli inh: growth loss of phage-infected E. coli, primary screen, RecBCD inhibitor project, absorbance, with phage, HTS. inhibition, % at 11.9 µM. AID 651602, 2012. actives 0.26% (n = 360,000); in the data active = inhibition above about 11%
SR-BI uptake up: activators of SR-BI mediated DiI-HDL uptake, primary screen, ldlA[mSR-BI] CHO cells, DiI fluorescence. activation, % at 12.5 µM. 3 h; 100 = double the neutral-control signal. actives 0.096% (n = 320,000);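 active = mean replicate activation of at least 60% and every replicate at or above 60%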;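 note: 0% = median plate neutral-control signal and 100% = twice that signal; values of inactives mirror those of a sister screen read the other way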
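material = CHO ldlA[mSR-BI] cells | medium = Ham's F12 with 0.5% BSA, HEPES 25 mM, pH 7.4 | reagent = fluorescent DiI-HDL, 10 µg/mL final | compound dosing = single-point compound dose | incubation = 3 h, 37 °C | measured by = bottom-read fluorescence, 550/595 nm | measure = HDL uptake via cellular fluorescence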
Numbers without * were called inactive; / = no result given.

SMILES | AddAB inh | MITF act | E coli growth | Wnt bcat act | CAL PDZ FP-1 | CAL PDZ FP-2 | SR-BI DiI inh | Tat export inh | phage Ecoli inh | SR-BI uptake up
CC[C@]12c3[nH]c4cc(CCC(=O)N(C)C)ccc4c3CCN1C(=O)[C@@H](CC(=O)NCCCOC)C[C@@H]2C(=O)N1CCN(C(=O)c2ccco2)CC1 | 1.2 | -6 | -0.5 | 1 | -0.2 | 0 | -16 | 2 | 6.6 | 16
CNc1nc(OC)nc(N2CCOCC2)n1 | -0.9 | 0 | -0.4 | -3 | -1.8 | 0 | -14 | -8 | 3.0 | 14
CC1(C)CC(=O)C(Sc2nnc(-c3ccc(O)cc3)n2CC2CCCO2)C(=O)C1 (centres undefined) | -0.3 | 3 | -0.9 | 0 | -2.1 | -3 | -8 | -7 | 0.6 | 8
Cc1cc(C)c(C)c(S(=O)(=O)N2CCC(C(=O)OCC(=O)NC3CCS(=O)(=O)C3)CC2)c1C (centres undefined) | -1.8 | -10 | -2.7 | 0 | 0.8 | -5 | 41 | 1 | 2.7 | -41
CCn1ccnc1CN(C)C(=O)c1ccc(OC2CCN(CCc3ccccc3)CC2)cc1 | 3.2 | 14 | -2.1 | -2 | -0.4 | -6 | -5 | -2 | 1.1 | 5
O=C(C[C@H]1C/C=C\C[C@H](Cc2ccc(F)cc2)C(=O)O[C@@H](c2ccccc2)CNC1=O)N[C@@H](CO)Cc1ccccc1 | 0.2 | -9 | -2.5 | -5 | -0.4 | 0 | -3 | -24 | 2.5 | 3
Cc1cc(Br)ccc1OCCCCN1CCCCC1 | 0.3 | 14 | -14 | -7 | -2.8 | -1 | -15 | -2 | 4.0 | 15
Cc1cc(S(=O)(=O)n2cnc3ccccc32)c(C)cc1Cl | 0.0 | -10 | -1.3 | -2 | -1.4 | 4 | / | -2 | 1.0 | /
COc1ccc(N=C2S/C(=C\c3ccc(N4CCOCC4)o3)C(=O)N2CCc2c[nH]c3ccccc23)cc1 | -2.4 | -55 | 0.2 | / | 0.5 | -1 | 69 | -3 | / | -69
CC(Oc1cccc(Cl)c1)C(=O)Nc1cc(S(=O)(=O)N2CCOCC2)ccc1N1CCCC1 (centres undefined) | -1.4 | 6 | 1.6 | -3 | 0.1 | -4 | -23 | -1 | 2.7 | 23
Cc1c(NC2(C#N)CCCCC2)c(=O)n(-c2ccccc2)n1C | 0.5 | -1 | 1.1 | -1 | -0.1 | 7 | -6 | 2 | 3.8 | 6
CC(C)(C)NC(=O)CN(C(=O)C1(C)CC(=O)N=C2C=CC=CN21)C1CCCC1 (centres undefined) | 2.1 | -7 | -1.1 | / | -3.0 | 4 | -6 | -2 | 2.5 | 6
CCOC(=O)C1(C(F)(F)F)N=C(C(F)(F)F)Nc2ccc(F)cc21 (centres undefined) | 2.9 | -4 | 1.0 | -4 | 0.0 | 1 | 10 | 0 | 1.5 | -10
CCCC(=O)Nc1cc(C(=O)O)ccc1Sc1ccc(C)cc1 | -1.0 | -2 | -1.2 | -1 | -2.1 | 6 | -40 | 1 | 3.3 | 40
COc1cccc(C(CNC(=O)C2CCN(C(=O)Nc3ccccc3)CC2)N(C)C)c1 (centres undefined) | 2.1 | 23 | -1.3 | 1 | -1.0 | / | -4 | 10 | -1.2 | 4
CC(=O)NCCOC(=O)Nc1sc(=S)n(C)c1C | 1.4 | -6 | -0.2 | -3 | -0.3 | 5 | 23 | -6 | 1.2 | -23
CCN(C(=O)COC(=O)/C=C/c1ccc(OC)c(OC)c1)c1c(N)n(Cc2ccccc2)c(=O)[nH]c1=O | / | -5 | / | -1 | -0.4 | 1 | 6 | 0 | 1.4 | -6
O=C(NCC1CCCO1)c1ccc(NC(=O)C2C3C=CC(C3)C2C(=O)O)cc1 (centres undefined) | 0.7 | / | -0.2 | / | -0.3 | -3 | -11 | 0 | 3.4 | 11
Cc1cccc2c(C(=O)N3CCN(c4ccccc4)CC3)cc(-c3ccncc3)nc12 | 2.8 | -18 | 1.1 | -7 | -2.1 | -3 | 27 | 9 | 0.6 | -27
COc1ccc(S(=O)(=O)NC(C(C)C)C(C)C)cc1OC | 1.9 | -5 | 0.4 | / | -2.0 | 1 | -13 | -3 | 0.2 | 13
Cn1c(Cn2c(=O)sc3ccccc32)nnc1SCC(=O)NCc1ccco1 | 1.6 | / | 0.5 | -4 | -1.3 | / | 7 | -11 | -0.9 | -7
COCCN1C(=O)c2ccccc2C(C(=O)NCc2ccco2)C1c1c[nH]c2ccccc12 (centres undefined) | -0.4 | 14 | 0.7 | -2 | 0.0 | -4 | -10 | 1 | 0.3 | 10
CCNc1c(NS(=O)(=O)c2ccc([N+](=O)[O-])cc2)c(=O)oc2ccccc12 | 4.4 | -4 | -0.6 | 2 | -2.6 | 1 | / | -1 | 3.9 | /
COCCNC(=O)CN(C(=O)CCC(=O)Nc1nccs1)c1ccc2c(c1)OCO2 | 0.5 | -3 | -1.0 | -2 | -2.5 | -4 | / | -4 | 2.4 | /
O=C(NCCc1ccccc1)c1c(F)c(F)c(F)c(F)c1F | 0.7 | 19 | 2.1 | -10 | -0.3 | -3 | 10 | -4 | 2.6 | -10
CC(C)n1c(SCC(=O)Nc2ccc(F)cc2)nnc1C1CC1 | 1.6 | 1 | 0.7 | -2 | -0.1 | -2 | -11 | -4 | 3.5 | /
O=C(Nc1ccccc1C(=O)NC1CC1)c1ccccc1 | 2.4 | / | 0.3 | -2 | -1.0 | 0 | 16 | 5 | 1.6 | -16
O=C(NCCc1cccc(Cl)c1)c1cccc(-n2cnnn2)c1 | / | 3 | / | 0 | -1.7 | -4 | 3 | -1 | 1.0 | -3
CC1(C)CC(=O)c2cnc(NCc3ccco3)nc2C1 | 2.7 | 6 | -0.7 | -1 | -0.3 | -1 | 0 | 0 | 1.5 | 0
COc1ccccc1N1CCN(Cc2cc(Br)c(O)c3ncccc23)CC1 | 10 | -71 | 12* | -1 | -2.1 | / | 33 | -4 | 12* | -33
Cc1cccc(N2CCN(S(=O)(=O)c3ccc4c(c3)CC(C)N4C(=O)C3CC3)CC2)c1C (centres undefined) | 3.4 | -7 | 0.9 | 1 | -1.1 | -6 | 6 | -6 | 0.4 | -6
CC(=O)Nc1nc2ccccc2n1Cc1ccccc1C | -1.7 | -6 | -5.6 | -2 | / | -6 | 6 | -3 | -1.1 | -6
COc1ccc(-c2csc(NCCc3nc4cc(Cl)c(Cl)cc4n3CCCO)n2)cc1 | -0.2 | -6 | -0.7 | -7 | -5.2 | -2 | 39 | 17 | 1.5 | -39
O=C(/C=C\c1cn(-c2ccccc2)nc1-c1cccs1)N1CCOCC1 | 0.5 | 17 | 0.3 | -2 | -2.4 | -3 | 16 | -17 | 3.0 | -16
COc1ccc(-c2cc(C(=O)NCc3cn(C)nc3C)c3ccccc3n2)cc1OC | 0.6 | 12 | -2.2 | / | -0.8 | 0 | 34 | -6 | 3.8 | -34
Cc1ccc(C)c(N2CCN(C(=O)c3ccc(Cn4c(=O)[nH]c5ccccc5c4=O)cc3)CC2)c1 | -0.4 | / | 2.1 | -17 | -3.3 | -2 | 11 | 10 | 2.0 | -11
O=C(NCCO)c1ccc2c(c1)S(=O)(=O)c1ccccc1C2=O | 2.9 | -1 | -1.0 | -2 | 1.4 | 2 | -10 | 1 | 2.3 | 10
O=[N+]([O-])c1ccc(Oc2cccc(F)c2)c2ccncc12 | 3.4 | -13 | 0.8 | / | -1.2 | -3 | -12 | 3 | 5.1 | 12
O=c1[nH]c(SCc2ccc(Cl)cc2)nc2ccsc12 | 0.8 | / | 0.1 | 6 | / | / | / | / | 6.4 | /
COC(=O)C(Cc1ccc(OC(=O)c2ccc(C(F)(F)F)cc2)cc1)N1Cc2ccccc2C1=O (centres undefined) | 1.0 | / | 0.1 | 4 | -0.8 | / | 12 | 9 | / | -12
CCc1nc(C)c(C(=O)N2CCCC(C(=O)Nc3cccc(-c4cccc(C)c4)c3)C2)o1 (centres undefined) | 4.9 | 22 | -1.2 | 18 | -2.1 | -1 | 54 | 7 | 0.9 | -54
COc1ccccc1C1CC(c2ccccc2)=NN1C(=O)c1ccccc1 (centres undefined) | -2.1 | -12 | -2.1 | -3 | 0.0 | -1 | -30 | 14 | 1.7 | 30
Cc1ccc(CN2C(=O)CSc3ccc(C(=O)NCCN4CCOCC4)cc32)cc1 | 0.4 | -1 | -1.9 | / | -3.2 | / | -14 | -22 | / | 14
O=C(NCc1ccccc1)c1onc(CSc2ccccc2)c1C(=O)NCC1CC1 | 1.0 | 3 | -0.2 | 1 | 0.0 | -2 | -4 | -2 | -1.0 | 4
Nc1c(Cl)cc(Cl)cc1C(=O)OCC(=O)N1CCCC1 | 0.0 | 2 | -0.8 | / | 0.8 | / | -3 | 7 | 3.2 | 3
CCCC(=O)N(CCN1CCOCC1)c1nc2c(C)ccc(C)c2s1 | 2.7 | -10 | 2.3 | 1 | -3.5 | -2 | 42 | -3 | 0.9 | -42
c1ccc(-c2nnc(Cn3c4ccccc4c4nc5ccccc5nc43)o2)cc1 | / | 22 | / | 4 | 0.3 | 0 | -33 | 7 | 1.7 | 33
CCN(CC(=O)Nc1cc(Cl)ccc1C)C(=O)CCOc1ccc(C)cc1 | 0.3 | -6 | 0.4 | -3 | -2.1 | -4 | 11 | 13 | 2.9 | -11
CC1=C/C(=N\N=C2\NC(=O)C(CC(=O)Nc3ccccc3)S2)CC(C)(C)C1 (centres undefined) | -2.8 | -11 | -2.9 | -8 | 0.2 | 1 | 23 | 4 | 1.1 | -23
CCCc1cc(=O)c2c(O)cccc2o1 | -1.2 | / | -1.3 | 3 | -1.2 | -1 | -26 | 4 | 2.7 | 26

Just Tat export inh and CAL PDZ FP-2, for some of the entries so far:
Compound | Tat export inh | CAL PDZ FP-2
CCCc1cc(=O)c2c(O)cccc2o1 | 4 | -1
CCc1nc(C)c(C(=O)N2CCCC(C(=O)Nc3cccc(-c4cccc(C)c4)c3)C2)o1 (centres undefined) | 7 | -1

Exported in markdown: part of the list above.
| molecule | AddAB inh | MITF act | E coli growth | Wnt bcat act | CAL PDZ FP-1 | CAL PDZ FP-2 | SR-BI DiI inh | Tat export inh | phage Ecoli inh | SR-BI uptake up |
| --- | --- | --- | --- | --- | --- | --- | --- | --- | --- | --- |
| c1ccc(-c2nnc(Cn3c4ccccc4c4nc5ccccc5nc43)o2)cc1 | / | 22 | / | 4 | 0.3 | 0 | -33 | 7 | 1.7 | 33 |
| COc1ccccc1C1CC(c2ccccc2)=NN1C(=O)c1ccccc1 (centres undefined) | -2.1 | -12 | -2.1 | -3 | 0.0 | -1 | -30 | 14 | 1.7 | 30 |
